Screening data deposited in PubChem BioAssay by several laboratories.
Mdm2 ligase inh – Mdm2 E3 ligase (human) inhibition; Q00987; cell-based MDM2 ubiquitination luciferase reporter, 2 h; 0 = plate control, 100 = twice control, blank-subtracted; signal enhancement, % at 5 µM; AID 1230; 210,000 compounds, 0.11% hits;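 active means signal enhancement of 30% or more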;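 further: luminescence tracks abundance of the self-degrading MDM2-luciferase fusion protein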
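Assay system: mammalian cells stably expressing self-ubiquitinating, self-degrading MDM2 E3–luciferase fusion. Quantity: 2000 cells in each well. Medium: DMEM culture medium. Compound dosing: single-point 5 µM. Timing: cell settling 4 h, compound treatment 2 h, both 37 °C. Technique: luciferase luminescence. Read-out basis: percent signal gain over controls, blank-subtracted. Benchmarks: plate controls and plate blanks.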
EBV gp42 block – blocks Epstein-Barr virus glycoprotein 42 binding; Q1HVG2; inhibition, % (tested at 21.74 µM); Fluorescence polarization binding assay, mP read-out; 220,000 compounds, 0.42% hits; in the data active means inhibition above about 50%
14-3-3 Bad inh – disrupts binding of bovine 14-3-3 zeta to phospho-Bad peptide; AID 781; 220,000 compounds, 0.71% hits; TR-FRET 14-3-3zeta/Dy647-pBad peptide displacement, 1 h; inhibition, % at 21.7 µM;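 active means inhibition above about 70%, limit read from the data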;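 further: 0% = full 14-3-3 plus peptide FRET controls and 100% = background without 14-3-3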
Target sequence (P63103 whole entry, looked up): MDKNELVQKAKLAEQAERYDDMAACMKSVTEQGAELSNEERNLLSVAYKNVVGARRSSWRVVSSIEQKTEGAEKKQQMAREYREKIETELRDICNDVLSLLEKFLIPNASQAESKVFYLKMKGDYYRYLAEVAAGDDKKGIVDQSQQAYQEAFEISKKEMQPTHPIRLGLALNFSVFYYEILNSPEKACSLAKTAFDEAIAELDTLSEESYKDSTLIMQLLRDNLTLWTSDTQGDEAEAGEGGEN
Hck-Nef inh – blocks Nef-activated human Hck kinase; P08631; Recombinant Hck-YEEI plus Nef, Z-Lyte FRET kinase assay; inhibition, % at 20 µM; 220,000 compounds, 0.68% hits; AID 463187;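 active means Hck-Nef kinase inhibition above about 50%, limit read from the data; inactive means inhibition below that limit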;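 further: 0% = DMSO with Hck plus Nef and 100% = Hck alone without Nef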
Runt-CBFb FRET – Runt domain-CBFb interaction inhibition. inhibition, % at 20 µM. Cerulean-Runt/Venus-CBFb FRET ratio 530/480, 1 h. 220,000 compounds, 0.46% hits. AID 1496. Q01196+Q13951;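 active means inhibition over about 50% at 20 µM in the single-dose screen, limit read from the data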;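 further: 0% = DMSO wells and 100% = excess unlabeled CBFb competitor control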
Target sequence (Q01196 whole entry, looked up, the tested form may be a part): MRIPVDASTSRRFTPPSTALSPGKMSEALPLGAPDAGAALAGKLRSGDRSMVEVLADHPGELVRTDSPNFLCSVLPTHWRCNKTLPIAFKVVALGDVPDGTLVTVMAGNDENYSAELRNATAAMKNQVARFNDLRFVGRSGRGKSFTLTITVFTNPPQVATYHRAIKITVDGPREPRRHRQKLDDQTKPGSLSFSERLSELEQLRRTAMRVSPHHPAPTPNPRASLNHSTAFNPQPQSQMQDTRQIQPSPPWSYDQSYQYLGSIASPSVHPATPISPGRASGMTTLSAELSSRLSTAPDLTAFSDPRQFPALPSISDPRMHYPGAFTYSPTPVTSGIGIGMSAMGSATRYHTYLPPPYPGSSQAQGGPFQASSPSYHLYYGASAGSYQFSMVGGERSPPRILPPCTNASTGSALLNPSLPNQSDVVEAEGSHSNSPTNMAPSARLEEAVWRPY
Target sequence (Q13951 whole entry, looked up, the tested form may be a part): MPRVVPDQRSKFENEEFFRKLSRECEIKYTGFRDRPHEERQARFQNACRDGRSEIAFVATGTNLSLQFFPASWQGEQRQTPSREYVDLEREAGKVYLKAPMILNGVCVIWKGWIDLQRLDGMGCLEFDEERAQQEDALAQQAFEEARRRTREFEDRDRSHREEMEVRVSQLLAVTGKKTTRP
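System: Cerulean-labeled Runt domain protein | Quantity: 100 nM of each labeled protein | Schedule: 1 h compound exposure, room temperature | Detection: Fluorescence energy transfer, 422 nm excitation, 530/480 nm emission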
Runt-SMMHC FRET – blocks binding of human RUNX1 Runt domain to CBFb-SMMHC. AID 1434. inhibition, % at 20 µM. 220,000 compounds, 0.74% hits. Cerulean-Runt/Venus-CBFb-SMMHC FRET ratio 530/480, 1 h. Q01196+Q13951;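 active means mean inhibition across duplicate retests at 20 µM reaching about 50%, limit read from the data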;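 further: 0% = DMSO wells and 100% = wells with excess untagged CBFb-SMMHC; inhibitors lower the FRET ratio by blocking Runt binding to CBFb-SMMHC; some results filed as inactive read as strong as hits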
p47phox inh – inhibitors of human p47phox binding; P14598; p47phox/p22phox peptide binding, fluorescence polarization, 2 h; inhibition, % at 24.7 µM; 220,000 compounds, 0.53% hits; AID 1274;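 active means inhibition above about 30%, limit read from the data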;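 further: 0% = p47phox with labelled peptide and 100% = labelled peptide alone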
zVAD death inh – L929 zVAD cell death inhibition. L929 zVAD necroptosis rescue, ATP luminescence, 24 h; with zVAD 60 µM. viability rescue, % at 10 µM. 220,000 compounds, 0.38% hits;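 active means activation, scaled between plate controls, above about 75%, limit read from the data; inactive means activation under that limit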;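 further: 0% = zVAD with DMSO and 100% = DMSO alone without zVAD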
TbHK1 inh – T. brucei hexokinase 1 inhibition; 220,000 compounds, 0.11% hits; recombinant TbHK1, G6PDH-coupled NADH A340; inhibition, % at 10 µM; AID 1430;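 active means inhibition of 50% or more in the single-dose primary screen; inactive means inhibition below 50%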
* = called active by the depositor; / = not tested or not shown; [ ] = dose if it differs, or a comment. Compounds were not picked by outcome; about 3.2% have a hit in one of these screens.

Structure	Mdm2 ligase inh	EBV gp42 block	14-3-3 Bad inh	Hck-Nef inh	Runt-CBFb FRET	Runt-SMMHC FRET	p47phox inh	zVAD death inh	TbHK1 inh
O=C(CSc1nnnn1-c1ccccc1)Nc1nc(-c2ccccc2)ns1	-2	1	12[fluorescence artefact?]	1	1	22	-5	-0.1	14
Cc1cccc2c(=O)n3c(nc12)CCCCC3	3	-7	-1	7	0	-2	-6	0.6	-2
Cc1nc(CCNS(=O)(=O)c2cccs2)cs1	1	-19	-1	-11	-1	-4	-14	-0.4	3
CCc1ccc(-c2csc(NC(=O)c3cccnc3)n2)cc1	-11	-6	-6	5	-3	4	-7	1.4	-12
COc1ccc(-n2cc(-c3ccccc3)c3c(NN4CCOCC4)ncnc32)cc1	5	-9	-15	22	-8	2	-9	1.3	-7
COc1ccccc1/C=N/NC(=O)CC(=O)NC1CCCCC1	6	-6	0	5	-2	1	6	-0.6	-12
OC(c1ccccc1)(c1ccccc1)C1CCN(C(=S)NC2CCCC2)CC1	-6	-7	-2	-9	0	-2	-5	-0.6	-5
COc1cccc(C(c2c(N)n(C)c(=O)n(C)c2=O)C(C)[N+](=O)[O-])c1 (configuration not stated)	-14	-14	-6	13	2	2	-30	-0.2	6
O=S(=O)(Cc1ccccc1)N1CCCC(c2nc(-c3ccc(F)cc3)no2)C1 (configuration not stated)	-5	2	0	2	-2	-2	-1	2.1	-9
O=C1c2ccccc2NC(c2ccco2)N1O (configuration not stated)	-5	-4	-4	11	2	-2	-17	-0.1	-3
O=C(Nc1ccc(Br)cc1Cl)N1CCOCC1	-7	-14	-7	-12	0	-1	-10	0.9	-5
CC1=C(C)CC(C(=O)N2CCN(C/C=C/c3ccccc3)CC2)C(C(=O)O)C1 (configuration not stated)	4	-19	-17	17	/	/	1	6.5	-8
O=C(C1CCCN(Cc2ccccc2Br)C1)N1CCCCC1 (configuration not stated)	-10	-4	62	-1	-107	1	-1	-0.8	9
CCOC(=O)C1CCCCN1Cc1ccc(OC)c(OC)c1 (configuration not stated)	1	-17	6	15	-1	5	-8	-0.3	-4
CCOC(=O)C1=C(C)N(C)C(C)=C(C(=O)OCC)C1c1ccc(C(=O)OC)cc1	-18	-15	-14	0	-6	-6	-3	0.3	-17
Cc1ccc(OCCN2C(=O)C(=O)c3cc(C)ccc32)cc1	2	-3	16	23	/	/	-3	-1.9	6
CCc1ccc(NSc2ccccc2[N+](=O)[O-])cc1	-6	-1	1	0	-3	-8	0	0.6	-2
O=C(c1cc2c(=O)n3ccccc3nc2s1)N1CCc2ccccc2C1	-6	1	2	36	19	81*	-4	0.5	-14
O=C(N/N=C/c1ccc2c(c1)OCO2)C(=O)Nc1ccc2ccccc2c1	-15	4	10	19	0	-1	2	-2.0	-10
Cc1cccc(NC(=O)COC(=O)c2ccc([N+](=O)[O-])o2)c1C	-10	2	-5	16	-1	0	-3	0.8	-19
COc1ccccc1NC(=S)NC(=O)C1CC1	4	-2	-15	3	-1	0	-5	1.1	-9
O=C(c1ccoc1)N1CCC2(CC1)Oc1ccc(F)cc1C(=O)C21CC(c2ccccc2)=NO1 (configuration not stated)	-5	-6	-6	22	-3	1	-11	-1.7	-28
O=C(O)CC(c1cccc2ccccc12)n1cccc1 (configuration not stated)	/	2	-6	-2	3	5	-20	-0.2	12
CCCN1Cc2cccc(C(=O)Nc3ccc(-c4nc5ccccc5[nH]4)cc3)c2C1=O	-5	-12	-11	2	-6	-15	-6	0.4	-19
CCOc1ccc(-n2c(SCC(=O)N3CCc4ccccc43)nnc2-c2c[nH]c3ccccc23)cc1	/	-9	93*	49	-2	2	48*	/	5
COc1ccccc1NC(=S)N1CCN(C/C=C/c2ccccc2)CC1	-3	-11	-1	-2	0	-1	-7	1.1	1
CCc1ccc(NC(=O)CSCc2nc(N)nc(Nc3ccccc3CC)n2)cc1	-12	-8	15	3	-1	3	-4	-0.1	1
COc1ccc(S(=O)(=O)N2C3CCC2CC(NC(=O)NC2CCCCC2)C3)cc1 (configuration not stated)	-16	-1	10	-14	-1	-1	5	-1.1	26
CCn1c(CSCc2ccc(Cl)cc2)nnc1SCC(=O)Nc1cccc(C(=O)O)c1	-12	7	7	-5	-2	-2	8	0.0	-5
COC(Cn1cc(C)c(=O)[nH]c1=O)OC	42*	-4	-13	21	-1	-7	2	5.2	-10

Remaining list, next part.
| SMILES | Mdm2 ligase inh | EBV gp42 block | 14-3-3 Bad inh | Hck-Nef inh | Runt-CBFb FRET | Runt-SMMHC FRET | p47phox inh | zVAD death inh | TbHK1 inh |
| --- | --- | --- | --- | --- | --- | --- | --- | --- | --- |
| Cc1ccc2c(c1)[nH]c1c(=O)n(CCN3CCNCC3)cnc12 | -18 | -5 | -7 | 1 | 0 | 2 | 1 | 6.9 | -21 |
| CCc1ccc(-c2cc(C(=O)NN3CCN(C)CC3)c3ccccc3n2)cc1 | -9 | -1 | 8[fluorescence artefact?] | 3 | -2 | -4 | -11 | 1.6 | -8 |
| O=C(O)CCC(=O)N1N=C(c2c(-c3ccccc3)c3cc(Cl)ccc3[nH]c2=O)CC1c1ccco1 (configuration not stated) | 3 | -9 | -17 | 3 | 13 | 10 | -22 | 1.9 | 3 |
| O=C(NCc1n[nH]c(=S)n1-c1ccc(Br)cc1)c1ccc(S(=O)(=O)N2CCOCC2)cc1 | -24 | -5 | -11 | 0 | 11 | 14 | 0 | 0.6 | -14 |
| CCc1ccc(S(=O)(=O)c2nnn3c2nc(NCCNC(C)=O)c2ccccc23)cc1 | -19 | 1 | 11 | 6 | -8 | -4 | -2 | -0.4 | 0 |
| CCn1c(C)c(C(C)=O)c(NCc2ccccc2)nc1=S | -16 | -8 | -12 | 1 | 1 | -5 | -9 | 0.0 | -1 |
| COc1ccc(CCN(Cc2cc3cc(C)c(C)cc3nc2Cl)C(=O)C2CC2)cc1 | -18 | -20 | -1 | 3 | -2 | 1 | -11 | -0.1 | -6 |
| COC(=O)Nc1cc([N+](=O)[O-])ccc1OC | -12 | -15 | -1 | 4 | 1 | 1 | -1 | 1.5 | -15 |
| CCOC(=O)NC(Nc1cc(C)on1)(C(F)(F)F)C(F)(F)F | -18 | -22 | 0 | -2 | -2 | -3 | 4 | 1.4 | 1 |
| COc1ccc(-c2nnc3ccc(SC(C(C)=O)C(C)=O)nn23)cc1OC | -13 | 1 | 2 | 0 | 1 | -8 | -1 | 0.1 | -8 |
| c1cnc(N2CC[N+]3(CCCC3)CC2)nc1 | -15 | -36 | -12[fluorescence artefact?] | 2 | 10 | 28 | -13 | 1.5 | 5 |
| CN(C)/C=N/S(=O)(=O)c1ccc(Cl)c(Cl)c1 | -12 | -6 | 4 | -1 | 4 | -3 | -2 | 0.2 | -5 |
| CCN(CC)CCNC(=O)C1CCCCN1S(=O)(=O)c1cccc([N+](=O)[O-])c1 (configuration not stated) | 1 | 11 | -12 | 10 | -1 | -2 | -4 | 0.2 | -3 |
| CC(C)NC(=O)c1ccc(COCC(F)(F)C(F)F)cc1 | -9 | 8 | 4 | 0 | 2 | -7 | -5 | 0.3 | -8 |
| C/C(=N\NC(=O)c1ccc([N+](=O)[O-])c(C)c1)c1ccccc1Cl | 11 | 3 | -5 | 3 | 1 | 4 | 3 | 1.2 | -6 |
| N#Cc1ccc(N=c2ssnc2Cl)cc1 | -4 | -37 | 31[fluorescence artefact?] | 4 | 8 | 33 | 21 | -0.1 | 48 |
| COc1ccc(NC(=O)CCOc2ccccc2)c(OC)c1 | -1 | -17 | 14 | -1 | 0 | 0 | -30 | 0.3 | 2 |
| COC(=O)Cc1c(C)c2ccc(OCc3nn[nH]n3)c(C)c2oc1=O | -15 | -9 | 7 | -14 | 6 | -5 | 6 | 0.6 | -2 |
| O=C(Nc1ncccn1)c1ccc([N+](=O)[O-])cc1 | -10 | -4 | -19 | 19 | -1 | 3 | -9 | 3.0 | 0 |
| O=C(NCCOc1ccccc1Cl)c1ncn[nH]1 | -8 | -27 | -2 | 22 | / | / | -11 | 12 | 1 |

Continued, overlapping the part above by 5 compounds.
| SMILES | Mdm2 ligase inh | EBV gp42 block | 14-3-3 Bad inh | Hck-Nef inh | Runt-CBFb FRET | Runt-SMMHC FRET | p47phox inh | zVAD death inh | TbHK1 inh |
| --- | --- | --- | --- | --- | --- | --- | --- | --- | --- |
| N#Cc1ccc(N=c2ssnc2Cl)cc1 | -4 | -37 | 31[fluorescence artefact?] | 4 | 8 | 33 | 21 | -0.1 | 48 |
| COc1ccc(NC(=O)CCOc2ccccc2)c(OC)c1 | -1 | -17 | 14 | -1 | 0 | 0 | -30 | 0.3 | 2 |
| COC(=O)Cc1c(C)c2ccc(OCc3nn[nH]n3)c(C)c2oc1=O | -15 | -9 | 7 | -14 | 6 | -5 | 6 | 0.6 | -2 |
| O=C(Nc1ncccn1)c1ccc([N+](=O)[O-])cc1 | -10 | -4 | -19 | 19 | -1 | 3 | -9 | 3.0 | 0 |
| O=C(NCCOc1ccccc1Cl)c1ncn[nH]1 | -8 | -27 | -2 | 22 | / | / | -11 | 12 | 1 |
| CCNC(=S)Nc1ccc(NC(=O)c2ccccc2O)cc1 | -9 | 1 | -5 | 4 | 3 | 2 | 1 | 0.0 | -32 |
| COC(=O)CN(c1cc(OC)ccc1OC)S(=O)(=O)c1ccc(OC)c(OC)c1 | -9 | -10 | -3[fluorescence artefact?] | 2 | 1 | 1 | -9 | 0.6 | -10 |
| FC(F)(F)c1n[nH]c(=S)n1/N=C/c1ccco1 | -2 | -7 | 1 | 0 | 12 | 6 | 3 | 2.5 | -6 |
| Cn1c(N=Nc2ccccc2)nc2ccccc21 | / | -2 | -4 | 5 | -13 | -19 | -6 | -1.3 | -4 |
| COCCCNC(=O)C1CCN(C(=O)c2cc3sccc3n2Cc2ccc(F)cc2)CC1 | 3 | -13 | -7 | 1 | 0 | 0 | 0 | -0.6 | 1 |
